B2AR arrestin: beta2AR (human) beta-arrestin recruitment activity; P07550; beta-arrestin recruitment to beta2AR, cell-based reporter; Potency, µM (highest dose often 46.1 µM), for inactives: top-dose activation, most hits filed as activators; 330,000 tested, 0.02% active; AID 492947;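 further: potency means the concentration at half of the fitted maximal effect; 0% = DMSO controls and full agonism = EC100 isoproterenol or metaproterenol; nearly all actives have a fitted effect of over 65% in size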
BRCA1 expr act: increases BRCA1 expression | Potency, µM (top dose mostly 46.1 µM), for inactives: at the highest dose activation, actives largely listed as activators | MCF7-BRCA1-FFLuc reporter, luminescence, 48 h; response scale: scaled: vehicle 0%, 10 µM genistein 100% | 380,000 tested, 1.1% active | AID 624202; further: potency means the concentration at half of the fitted maximal effect; nearly all actives have a fitted effect of over 80% in size; some results filed as inactive show a strong effect at the top dose
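Activators of BRCA1 expression were detected as increased firefly luciferase luminescence in engineered MCF7 cells after 48 h compound incubation. Signals were scaled to genistein 10 microM as full activation.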
MLL CXXC-DNA inh: inhibitors of human MLL CXXC domain-DNA interaction. AID 2662. MLL-CXXC / FITC-HOXA9 DNA fluorescence polarization. 290,000 tested, 0.037% active. Potency, µM (titrated, usually from 115 µM), for the others: at the top dose activity change, negative = inhibition, usual class: inhibitors; active means well fitted inhibition curve with a large enough effect in the polarisation, with a control signal flat, not every such curve was filed as active; inconclusive means small, poorly fitted or top-dose-only effect, or effect the other way, or a change in a side signal; inactive means no such curve, though single readings can be large or run the other way; the % refers to the polarisation; further: potency means the concentration at half of the fitted maximal effect
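Fluorescence polarization: 7 uM MLL-CXXC (stock) preincubated 5 min with compounds, then 50 nM fluorescein-HOX-A9 DNA (stock) added; 30 min ambient. Buffer 50 mM Tris-HCl pH 7.5, 50 mM NaCl, 1 mM DTT, 0.05% BSA.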
AT treatment: candidate therapy for ataxia-telangiectasia; […] A-T fibroblasts, KAP-1 phosphorylation AlphaLISA; neocarzinostatin DNA damage 30 min before lysis; Potency, µM (series often up to 57.5 µM), without a hit: top-dose activation, actives largely listed as activators; 320,000 tested, 0.19% active; AID 485349; further: potency means the concentration at half of the fitted maximal effect; % of control where 0% means no effect; nearly all actives have a fitted effect of over 45% in size
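ATM-like activity read as KAP-1 phosphorylation via AlphaLISA donor/acceptor antibody pairs after lysis and 6 hr at 25C. Cells were ATM-null patient fibroblasts ([…], hTERT), dosed 60 min, then exposed to the DSB inducer NCS for 30 min.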
ELG1 DNA repair: inhibitors of ELG1-dependent DNA repair in HEK293T cells; Potency, µM (top dose mostly 46.1 µM), for inactives: at the top dose activity change, negative = inhibition, actives largely listed as inhibitors; 330,000 tested, 2.3% active; HEK293T ELG1-luciferase reporter, luminescence, 16 h; DNA damage induced by 5-fluorouridine; further: potency means the concentration at half of the fitted maximal effect; on the % scale 0 is the no-effect control and ±100 the full control effect; nearly all actives have a fitted effect of over 55% in size
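Step one: seed 2,000 cells per well. Step two: pin-transfer compound or DMSO alongside 5-fluorouridine. Step three: incubate 16 hr, 37 °C, 5% CO2. Step four: add ONE-Glo, wait 30 min, read luminescence.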
TRPV1 ag: agonists of human vanilloid receptor 1 (TRPV1) | Q8NER1 | TRPV1-expressing cells, Fluo-8 calcium influx, agonist mode | activation, % at 8.33 µM | 320,000 tested, 0.19% active | AID 540275; in the data active means activation above about 80%; inconclusive means between about 30% and that limit; further: 0% is about no effect
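Cells expressing TRPV1 were dye-loaded with Fluo-8 and read kinetically: 10 s baseline, 3 min after compound (agonist portion), then 2 min after EC20 capsaicin (allosteric enhancer portion). Calcium-bound dye fluorescence at 480/520 nm.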
p53 reactivator: re-activators of mutant p53. H1299 p53-A138V BP100-luciferase reporter, luminescence, 24 h. Potency, µM (titrated, usually from 92.2 µM), for inactives: at the highest dose activity change, positive = activation, actives largely listed as activators. 320,000 tested, 0.063% active. AID 504706; further: potency means the concentration at half of the fitted maximal effect; % of control where 0% means no effect; nearly all actives have a fitted effect of over 45% in size
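p53-null H1299 cells stably carrying temperature-sensitive p53-A138V and a BP100-luciferase reporter were pinned with compounds (4-point, 1:5 series) and held 24 hrs at 37 deg C. Luminescence was read 10 min after detection reagent.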
a7 integrin act: integrin-mediated muscular dystrophy alleviation activation; alpha7betagal myoblasts, beta-gal FDG fluorescence, 48 h; Potency, µM (highest dose often 38.3 µM), without a hit: at the top dose activation, most hits filed as activators; 350,000 tested, 0.064% active; AID 624291;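 further: potency means the concentration at half of the fitted maximal effect; 100% = response of the positive control SU9516; nearly all actives have a fitted effect of over 60% in size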
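alpha7betagal+/- myoblasts (passage 13, 250/well) treated 48 h at 37C with compounds at 1:260 dilution of DMSO stock. Lysed, then beta-galactosidase activity read as FDG fluorescence (ex 480/em 540) after 30 min, with pre-read for autofluorescence.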
TCR act: T cell receptor activation | primary human leukocytes, anti-CD3, IL-2 HTRF, 48 h | Potency, µM (titrated, usually from 9.22 µM), inactives show at the top dose activation of IL-2 secretion, hits mostly activators | 330,000 tested, under 10 active | AID 504894; further: % of control where 0% means no effect
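TCR engagement came from a-CD3 beads alone, with compounds added to primary human leukocytes for 48 hr. Secreted IL-2 bridged europium cryptate- and d2-labelled anti-IL-2 antibodies, giving FRET emission at 665nm after 320nm excitation.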
TSG101-PTAP inh: blocks PTAP/TSG101 interaction to inhibit HIV-1 budding. Q99816. Fluorescence polarization, FITC-PTAP peptide / Tsg101 binding. Potency, µM (doses to about 115 µM), for inactives: at the top dose activity change, negative = inhibition, most hits filed as inhibitors. 340,000 tested, under 10 active. AID 493005; active means well fitted inhibition curve with a large enough effect in the main read-out, with a control signal flat, not every such curve was filed as active; inconclusive means small, poorly fitted or top-dose-only effect, or effect the other way, or a change in a side signal; inactive means no such curve, though single readings can be large or run the other way; further: potency means the concentration at half of the fitted maximal effect; % of control where 0% means no effect
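Tsg101 binding domain (10 uM final) was mixed with compound and a FITC-labeled PTAP peptide (50 nM final) in HEPES pH 7.5 buffer with NaCl, Tween 20, EDTA and TCEP; fluorescence polarization was read after 20 min at r.t.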
The depositor's hits bear a star; ? = inconclusive; nt = no result given; [ ] = remark or other dose. Unless noted, the call rests on the fitted dose curve; in most records, active means well fitted curve in the direction sought with a large enough effect; inconclusive means small, poorly fitted or top-dose-only effect, or another doubt; inactive means no such curve, though single readings can be large; an effect the other way counts as inactive or inconclusive.

SMILES | B2AR arrestin | BRCA1 expr act | MLL CXXC-DNA inh | AT treatment | ELG1 DNA repair | TRPV1 ag | p53 reactivator | a7 integrin act | TCR act | TSG101-PTAP inh
CCCCn1c(N)c(N(Cc2ccccc2OC)C(=O)c2cc(=O)[nH]c3ccccc23)c(=O)[nH]c1=O | 0.1% | 1% | nt | 24% | 23% | 6 | -4% | 8% | 0% | 6%
COc1ccccc1/C=N/NC(=O)c1ccc(C)nc1 | 0.4% | 2% | 5% | -10% | 8% | 0 | ? | 11% | 5% | -2%
Cc1cc(C(=O)OCC(=O)NC(C)C)c(C)o1 | 0.3% | 4% | -2% | -2% | 0% | -3 | 1% | 11% | -22% | -5%
CCOC(=O)N1C=CC=C[C@@H]2[C@@H](N3C(=O)c4ccccc4C3=O)C(=O)N21 | -0.5% | 17% | 9% | 10% | 9% | -4 | -13% | -18% | 2%[46.1 µM] | -2%
CCOc1c(Br)cc(/C=C2\C(=O)N(CCC#N)N=C2C)cc1OC | 2.9% | -14% | -6% | -3% | ? | -3 | 48% | -5% | -1%[46.1 µM] | -8%
Cc1cc(C)cc(N(CCC#N)C(=O)CSc2n[nH]c(N)n2)c1 | 0.3% | 11% | nt | -1% | ? | 2 | -4% | 8% | -19% | 0%
CC1=C(C(=O)Nc2ccccc2)C(c2ccco2)C(C#N)=C(SCc2ccccc2)N1 (configuration not stated) | -0.1% | nt | 20% | 2% | -25% | 4 | 3% | nt | nt | nt
Cc1cccc(NC(=O)c2ccccn2)c1C | -0.3% | ? | 2% | 5% | ? | 1 | 35% | -24% | 4% | -3%
O=[N+]([O-])c1ccc(F)cc1OCc1cccc(S(=O)(=O)N2CCOCC2)c1 | -0.4% | -14% | nt | -11% | -27% | 19 | 3% | 12% | -38% | 0%
N#Cc1c2c(c(NCCOCCO)n3c1nc1ccccc13)CCCC2 | 0.2% | -24% | 0% | 1% | ? | -1 | -1% | -9% | -58% | 0%
Cc1cc2cc(C)c3nnc(SCC(=O)N4CCCc5ccccc54)n3c2cc1C | -0.4% | nt | -6% | 3% | 1% | 1 | 1% | nt | nt | nt
CC(C)CC(COCc1ccc(F)cc1)N1CCN(C(=O)c2cccc(C(F)(F)F)c2)CCC1=O (configuration not stated) | -0.8% | 0% | 7% | -15% | -17% | ? | 1% | 3% | -1% | 1%
COc1cccc(OCCOc2ccc(/C=C3/SC(=S)NC3=O)cc2)c1 | 0.2% | 5% | 14% | 3% | 0% | -4 | -2% | ? | -4% | -11%
COc1ccc2ccccc2c1/C=N/Nc1ccc(Cl)c(C(=O)O)c1 | 0.3% | 69% | 7% | -9% | 17% | 1 | ? | -18% | -3% | -3%
COc1ccc(S(=O)(=O)NCc2cccnc2)cc1C(=O)N1CCCCC1 | 0.4% | -7% | 8% | 7% | -5% | 1 | -2% | 0% | -8% | -3%
CC(C)NS(=O)(=O)c1ccc(OCC(=O)N2CCCC2)cc1 | 0.0% | -4% | 4% | -2% | 6% | 1 | -16% | 6% | -8%[46.1 µM] | -3%
CC(C)[C@H](CN1CCC[C@H]1CN1C(N)=NC[C@H]1C(C)C)N1C[C@@H](Cc2ccccc2)N(CCCC2CCCC2)C1=N | -0.2% | 4% | nt | 32% | ? | nt | 0% | 0% | 2% | -6%
O=C(C1CCCN1S(=O)(=O)c1ccc(Cl)c(Cl)c1)N1CCOCC1 (configuration not stated) | 0.4% | 0% | 0% | 7% | -4% | 5 | -13% | -1% | -4% | -11%
COCCN1C(=O)N[C@@H](c2cccc(C(F)(F)F)c2)[C@@H](C(=O)OC)[C@H]1C | nt | 0% | nt | nt | nt | nt | nt | 5% | 5% | 1%
O=[N+]([O-])c1cc(-c2nnc(C34CC5CC(CC(C5)C3)C4)o2)cc([N+](=O)[O-])c1 | 0.4% | -6% | 2% | 0% | ? | -1 | -1% | -38% | 4% | 0%
CCn1c(CSc2nc(C)cc(C)n2)nnc1SCC(=O)Nc1ccccc1 | -0.1% | -6% | 7% | 0% | -1% | 0 | 4% | 8% | -17% | -2%
CCOC(=O)N1CCN(C(=O)c2c[nH]c3ccc(S(=O)(=O)N(C)c4ccc(OCC)cc4)cc3c2=O)CC1 | -1.0% | 0% | -5% | 16% | 5% | 1 | -1% | -4% | 9% | 4%
O=C(COC(=O)c1cccc(S(=O)(=O)N2CCN(c3ccccc3)CC2)c1)NCC1CCCO1 (configuration not stated) | 0.0% | -10% | -6% | -2% | -5% | 5 | -1% | 4% | 0% | -2%
CCCN(Cc1nnc(-c2ccccc2Cl)o1)C(=O)c1oc2ccccc2c1C | 0.5% | -16% | nt | 0% | ? | 15 | -3% | 0% | 1% | 0%
CCOC(=O)c1cc(NC(=O)c2ccc(Cl)cc2)c(=O)oc1-c1ccccc1 | 0.1% | 2% | 14% | -6% | 2% | 23 | -3% | 1% | -9% | -5%
N#Cc1ccc2[nH]c(CO)c(-c3ccccc3)c2c1 | -0.7% | -31% | 1% | -3% | -15% | 9 | -2% | -7% | -1% | -5%
O=C(c1cccc(S(=O)(=O)N2CCc3ccccc3C2)c1)N1CCN(c2ccc(O)cc2)CC1 | -1.9% | -12% | 2% | -1% | ? | 2 | -17% | -16% | -4%[46.1 µM] | 0%
CCOC(=O)c1ccc2c(c1)nc(C)n2CC | nt | ? | nt | nt | nt | nt | nt | 21% | -2% | -1%
CC(=O)Nc1ccc(NC(=O)C(=O)c2cn(CC(=O)N3CCCC3)c3ccccc23)cc1 | -0.2% | -15% | 4% | 1% | 7% | -6 | 0% | 6% | 2% | nt
Cc1ccc(OCCOCCOc2cccc3cccnc23)c(Br)c1 | 0.3% | -9% | 0% | 6% | 2% | -2 | -10% | 7% | -1%[46.1 µM] | 0%
CCN(CC)S(=O)(=O)c1ccc(N=NC2=C(O)CCCC2=O)cc1 | -0.3% | -5% | 6% | -5% | 0% | 3 | ? | -14% | 3%[46.1 µM] | -2%
Cc1cc(NC(=O)CSc2n[nH]c(CC(C)C)n2)no1 | -0.3% | -45% | 1% | 22% | 8% | 6 | -7% | 1% | 4% | -3%
Cc1ccnc(NC(=O)c2ccc3c(c2)C(=O)N(CCC(C)C)C3=O)c1 | -0.8% | -32% | 5% | 14% | ? | 26 | ? | 2% | -3% | -1%
Cc1cc(Cl)c(S(=O)(=O)N2CCSCC2)cc1OCC(=O)NC1CCCCC1 | 0.1% | -74% | -1% | nt | 9.2µM* | ? | 2% | -12%[7.66 µM] | -3% | -1%
CC(C)(C)c1nnc(NC(=O)c2ccc(Cl)nc2)s1 | -0.5% | 62% | -5% | 2% | ? | -5 | 13% | 9% | -2% | -2%
Cc1ccccc1C(=O)NC1CCN(CC(=O)NCc2ccc(F)cc2)CC1 | 0.1% | 2% | 4% | 4% | -5% | -3 | 8% | -13% | -1% | -3%
COc1ccc(-c2nnnn2-c2ccccc2OC)cc1 | 0.4% | -75% | -4% | -5% | -14% | -1 | -11% | 0%[7.66 µM] | 3%[46.1 µM] | 0%
N/C(=N\OC(=O)/C=C/c1ccccc1)c1ccc(Cl)cc1 | 0.1% | 49% | -4% | 7% | 0% | 17 | 9% | -3% | 8% | -2%
Cn1cccc1C(=O)NC(=O)CSc1nc2ccccc2s1 | 0.4% | 0% | 1% | -1% | 8% | 13 | 13% | 15% | -7% | -4%
O=C(CN1C(=O)c2ccccc2C1=O)Nc1ccc(S(=O)(=O)N2CCOCC2)cc1 | 0.6% | 6% | -1% | 1% | -18% | -5 | 0% | -8% | -4% | -6%
COc1ccc(OCCNC(=O)CCCO)cc1 | -0.9% | 5% | 3% | 5% | 4% | 3 | 1% | -13% | 2% | -1%

Whole records, looked up by structure. Screens in order: B2AR arrestin	BRCA1 expr act	MLL CXXC-DNA inh	AT treatment	ELG1 DNA repair	TRPV1 ag	p53 reactivator	a7 integrin act	TCR act	TSG101-PTAP inh
Profile of Cc1cc(C)cc(N(CCC#N)C(=O)CSc2n[nH]c(N)n2)c1 = 0.3%	11%	nt	-1%	?	2	-4%	8%	-19%	0%
Profile of CC(C)NS(=O)(=O)c1ccc(OCC(=O)N2CCCC2)cc1 = 0.0%	-4%	4%	-2%	6%	1	-16%	6%	-8%[46.1 µM]	-3%

Screens from PubChem BioAssay.

The order is random (roughly 3.8% active in at least one column).
